14-3-3 PPI: alters human 14-3-3 gamma binding to Raf peptide. 0.19% of 160,000 active. inhibition, % at 40 µM. P61981. FP, 14-3-3gamma / TMR-pS259-Raf peptide binding. AID 422; in the data active means inhibition above about 30%;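 further: 0% = protein plus tracer without compound and 100% = blank with tracer alone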
Target sequence (P61981 whole entry, looked up): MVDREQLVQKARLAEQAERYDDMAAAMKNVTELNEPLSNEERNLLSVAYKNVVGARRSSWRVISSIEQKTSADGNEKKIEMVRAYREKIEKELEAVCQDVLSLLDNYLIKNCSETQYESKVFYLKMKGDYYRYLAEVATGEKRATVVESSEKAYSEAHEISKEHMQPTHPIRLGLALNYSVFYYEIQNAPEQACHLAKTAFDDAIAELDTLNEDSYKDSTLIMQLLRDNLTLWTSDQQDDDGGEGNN
Active calls of the source: *; & = joins results of further samples. Some of the compounds tested. The share of hits here may be higher or lower than overall.

no. | compound | 14-3-3 PPI
1 | O=C(c1cnc2n(c1=O)CCS2)N1CCc2ccccc21 | 2
2 | O=C(Nc1ccc(OC(F)(F)F)cc1)C1CCCN(S(=O)(=O)c2cccnc2)C1 (stereo not given) | -2
3 | COc1ccc(NC(=O)C23CC4CC(CC(C4)C2)C3)cc1OC | 0
4 | Oc1ccc(C=Cc2ccc3cccc(O)c3n2)cc1Br | -39
5 | Cc1c(-n2c(=O)c3ccccc3c3ccccc3c2=O)cccc1[N+](=O)[O-] | -16
6 | Cc1nc(N2CCC(C)CC2)c2c(C)c(C(=O)N3CCN(c4ccc(F)cc4)CC3)sc2n1 | -2
7 | O=C(NCC1COCCO1)C1CCN(S(=O)(=O)c2ccccc2)CC1 (stereo not given) | -6
8 | CCOC(=O)c1sc(NC(=O)c2cc3nc(-c4ccc(OC)c(OC)c4)cc(C(F)(F)F)n3n2)nc1C | -6
9 | CCOC(=O)c1ccc(NC(=O)NS(=O)(=O)c2ccc(C)cc2)cc1 | -3
10 | Cc1nc2cc(NC(=O)NCc3ccc4c(c3)OCO4)ccc2o1 | -28
11 | CCc1c(C)sc(NC(NC(=O)C(C)C)(C(F)(F)F)C(F)(F)F)c1C#N | 2
12 | O=[N+]([O-])c1ccc(N2CCNCC2)cc1N1CCc2ccccc2C1 | -2
13 | Cc1cc2c(cc(C(=O)NCc3cccnc3)n2Cc2ccc(Cl)cc2)o1 | -24
14 | CCOCCCNC(=O)CN(Cc1ccc(Cl)cc1)S(C)(=O)=O | 8
15 | CCOC(=O)Cn1cc(C(=O)C2CC2)c2ccccc21 | -7
16 | CNc1nc2c(c(=O)[nH]c(=O)n2C)n1CCOC | 2
17 | Nc1c(C(=O)NCc2cccnc2)sc(=S)n1-c1ccccc1 | -2
18 | Cn1c(=O)c2c(nc(/C=C/c3cccc(Cl)c3)n2C)n(C)c1=O | 6
19 | Cc1cc(C)n(CC(=O)Nc2ccc(Oc3ccccc3)cc2)n1 | 4
20 | Cc1[nH][nH]c(=O)c1C(c1ccc(Cl)cc1)C(C#N)C#N (stereo not given) | -6
21 | CCOC(=O)C1=C(C)NC(=O)NC1c1ccc(-c2ccc([N+](=O)[O-])cc2Cl)o1 (stereo not given) | -35
22 | CCCC1=C(C(=O)OCC)C(c2cc(OC)ccc2OC)n2ncnc2N1 (stereo not given) | 4
23 | CS(=O)(=O)N(Cc1ccccc1Cl)c1ccc(C(=O)NCc2ccco2)cc1 | -2
24 | COc1ccc(OC)c(C2C3=C(Nc4c2c(=O)[nH]c(=O)n4C)c2ccccc2C3=O)c1 (stereo not given) | -21
25 | Cc1cccc(-n2c(O)c(C=Nc3ccccc3N)c(=O)[nH]c2=O)c1 | -11
26 | COc1cccc(-c2nn(-c3ccccc3)cc2C(=O)NCC(=O)O)c1 | 0
27 | O=C(Nc1c2c(nn1-c1cccc(Cl)c1)CS(=O)C2)c1ccc2c(c1)OCO2 (stereo not given) | -6
28 | CCOC(=O)c1c(C)[nH]c(C(=O)Cn2c(=O)oc3ccccc32)c1C | -7
29 | Cc1ccc(O)c(C2NC(=O)c3c(sc4c3CCN(C)C4)N2)c1 (stereo not given) | -123
30 | CCS(=O)(=O)Nc1ccc(C2=NN(S(=O)(=O)CC)C(c3ccc(F)cc3)C2)cc1 (stereo not given) | -181
31 | Cc1ccc2c(c1)N(CCC(=O)NCCCOC(C)C)C(=O)C(C)O2 (stereo not given) | 6
32 | CN(CC(=O)NCc1ccccn1)S(=O)(=O)c1cccc2nsnc12 | -2
33 | COc1ccc(-c2ccc(-c3nnc(Cc4ccc(OC)c(OC)c4)o3)cc2)cc1 | -3
34 | Cc1cc(NCCN2CCOCC2)n2ncc(-c3ccc(Cl)cc3)c2n1 | -6
35 | CS(=O)(=O)N1CCC(C(=O)Nc2cc(C(F)(F)F)ccc2Cl)CC1 | -1
36 | COc1ccc(OCC(=O)Nc2cc(-c3nn4c(C)nnc4s3)ccc2C)cc1 | -7
37 | CN1c2ccccc2-c2nc3ccccc3n2C1c1ccncc1 (stereo not given) | -10
38 | COc1ccc2c(c1)c(CC(=O)O)c(C)n2C(=O)c1ccc(Cl)cc1 | 7&-6
39 | Cn1cc(C(=O)NCCC2=CCCCC2)c(=O)c2cc(S(=O)(=O)N3CCCCC3)ccc21 | 2
40 | COc1cc(C)nc(NS(=O)(=O)c2ccc(C)cc2)n1 | -1&-10&-6
41 | CN(Cc1ccccc1)S(=O)(=O)c1cccs1 | -11
42 | CN(Cc1ccc(OC(F)F)cc1)C(=O)c1ccc2nccnc2c1 | -18
43 | O=C(Nc1ccc(-c2nc3cc(Cl)ccc3o2)cc1)c1ncn[nH]1 | -246
44 | CC1CCN(C(=O)CSc2nnc(-c3cccs3)o2)CC1 | -6
45 | CC1CCN(S(=O)(=O)c2ccc3[nH]cc(C(=O)NC4CCCCC4)c(=O)c3c2)CC1 | 0
46 | Cc1cc(Cl)cc(Br)c1OCCNCC(C)O (stereo not given) | 13
47 | Cc1ccc(C)c(Oc2coc3cc(OCc4cccc(Cl)c4)ccc3c2=O)c1 | -31
48 | OCCNc1ccc2ccccc2n1 | -4
49 | C(=Cc1ccccc1)Sc1ccc2ccccc2n1 | -38
50 | O=C(Nc1ccc(Cl)cc1)c1cc(Cl)ccc1NS(=O)(=O)c1ccc(Br)c2nsnc12 | -6
51 | COc1ccc(OC)c(N=C2C(=O)Nc3ccccc32)c1 | -1
52 | COc1nc(OC/C(N)=N/O)nc(N2CCOCC2)n1 | -5
53 | CN(C(=NS(=O)(=O)c1ccc(Cl)cc1)c1ccccc1)c1ccc(O)cc1 | -5
54 | Cc1c(Cl)cccc1Nc1nc(-c2cc3ccccc3oc2=O)cs1 | -2
55 | CCOC(=O)c1c(NC(=O)c2ccco2)sc2c1CCC(C(C)(C)C)C2 (stereo not given) | -9
56 | O=C(Nc1ccccc1I)C(C(F)(F)F)C(F)(F)F | -4
57 | O=S(=O)(NC(=NCc1ccccc1)c1ccc(F)cc1)c1ccccc1 | -4
58 | COc1ccc(CCNc2c(N)n(Cc3ccccc3)c(=O)[nH]c2=O)cc1OC | 2
59 | CCCc1nc(SCC(=O)NCc2ccco2)c2c(=O)n(C)c(=O)n(C)c2n1 | -5
60 | COc1cccc(C=Nc2ccc(S(=O)(=O)Nc3cc(C)on3)cc2)c1O | -2

(further entries)
no. | compound | 14-3-3 PPI
61 | OCC1COc2ccccc2O1 (stereo not given) | 8
62 | O=C(Nc1cc([N+](=O)[O-])ccc1Cl)c1cc(-c2ccccc2)nc2ccccc12 | 14
63 | CN(C)c1ccc(-c2nc3cc(NC(=O)c4cc([N+](=O)[O-])ccc4Cl)ccc3o2)cc1 | -5
64 | N#Cc1c(NC(=O)Cc2ccccc2)sc2c1CCCC2 | -32
65 | Cc1ccc(Cl)cc1NC(=O)CSCc1ccc(Cl)cc1 | -29
66 | CCN(CC)c1ccc(C=Nc2sc3c(c2C#N)CCCC3)c(OC)c1 | -220
67 | O=C(COc1ccc(Cl)cc1Cl)NC1CCSC1=O (stereo not given) | -6
68 | CCCSc1nnc2c(n1)OC(c1ccncc1)Nc1ccccc1-2 (stereo not given) | -9
69 | CCC(=O)Nc1cccc(-c2nnc(SCC(=O)c3ccccc3)n2C)c1 | -5
70 | COc1ccc(C(=O)Nn2c(C3CCC3)nc3ccccc3c2=O)c(OC)c1 | -5
71 | CCCCOc1ccc(CSc2n[nH]c(CC)n2)cc1 | 6
72 | O=C(CCC(=O)OCC(=O)c1ccc(Cl)cc1)Nc1cc(C(F)(F)F)ccc1Cl | -4
73 | CCCCNc1ncc(C(C)=O)c2ccccc12 | 0
74 | O=C(CC(c1ccccc1)c1cc(Br)ccc1O)NCc1ccco1 (stereo not given) | -9
75 | CCOC(=O)C1CCCN(Cc2cccc(Cl)c2)C1 (stereo not given) | -5
76 | CN1CCN(C(=O)c2cccc(S(=O)(=O)N3CCCCC3)c2)CC1 | -3
77 | CS(=O)(=O)N(CC(=O)N1CCN(c2ccccc2F)CC1)c1cccc(C(F)(F)F)c1 | 6
78 | O=C(CN1CCN(c2nc(-c3ccccc3)cs2)CC1)Nc1ccc2c(c1)OCO2 | -10
79 | CCOc1cc(S(=O)(=O)NCc2ccco2)c(OCC)cc1-n1cnnn1 | -4
80 | C=CCSC1=NC2(CC(c3ccccc3)Oc3cc(O)ccc32)CC(C)(C)N1 (stereo not given) | -3
81 | COc1ccccc1C(=O)NCc1ccc2c(c1)OCO2 | -2
82 | COc1ccc(C2C3C(=O)N(c4ccc(Br)cc4)C(=O)C3ON2c2ccccc2C)cc1 (stereo not given) | 8
83 | O=C(Nc1ccn(Cc2ccc(F)cc2)n1)c1cnccn1 | -4
84 | O=C(C1CCCN1S(=O)(=O)c1cccc2cccnc12)N1CCc2ccccc21 (stereo not given) | -6
85 | O=C1CCCC(O)=C1C(C#Cc1ccccc1)C1=C(O)CCCC1=O | 0&-26
86 | O=C1CCCC2=C1C(c1ccc(F)cc1)C1=C(N2)c2ccccc2C1=O (stereo not given) | -56
87 | O=C(Nc1ccc2oc(-c3ccncc3)nc2c1)c1c(F)c(F)c(F)c(F)c1F | -20
88 | COc1ccccc1CC(=O)N(CCC#N)CCC#N | -7
89 | COc1ccc(-n2nc3cc(C)c(NC(=O)c4ccccc4[N+](=O)[O-])cc3n2)cc1 | -4
90 | Cc1ccc(S(=O)(=O)NCc2ccc(C(=O)N3CCN(c4ccccn4)CC3)cc2)cc1 | 5

Continuation:
#	canonical_smiles	14-3-3 PPI
91	O=C(CN1C(=O)C2C3C=CC(C3)C2C1=O)N1CCN(c2ncccn2)CC1 (stereo not given)	7
92	N#Cc1c(-c2ccccc2)nc(N2CCCCC2)[nH]c1=O	-1
93	O=C(NCc1cccc(C(F)(F)F)c1)C1CCN(c2ncccn2)CC1	-4
94	C(=N\n1cnnc1)/c1ccc(OC2CSC2)cc1	4
95	COc1ccc(COC(=O)C2=C(C)NC3=C(C(=O)CC(C)(C)C3)C2c2coc3ccc(Cl)cc3c2=O)cc1 (stereo not given)	2
96	Nc1cc(C(=O)Nc2ccc3ccccc3c2O)ccc1Cl	-41
97	CC1=C(C)C(=O)NC(Nc2nc(C)c3cc(C)cc(C)c3n2)N1 (stereo not given)	1
98	CCOC(=O)c1c(N2C(=O)C3ON(c4ccccc4)C(c4cccc([N+](=O)[O-])c4)C3C2=O)sc(C)c1C (stereo not given)	-18

Given as labelled records: entries from further up
[91] O=C(CN1C(=O)C2C3C=CC(C3)C2C1=O)N1CCN(c2ncccn2)CC1 (stereo not given)
  14-3-3 PPI: 7

[92] N#Cc1c(-c2ccccc2)nc(N2CCCCC2)[nH]c1=O
  14-3-3 PPI: -1

[93] O=C(NCc1cccc(C(F)(F)F)c1)C1CCN(c2ncccn2)CC1
  14-3-3 PPI: -4

[94] C(=N\n1cnnc1)/c1ccc(OC2CSC2)cc1
  14-3-3 PPI: 4

Next section
#	canonical_smiles	14-3-3 PPI
99	COc1ccc(CNC(=O)c2ccc(Cn3c(=S)[nH]c4ccsc4c3=O)cc2)cc1	-6
100	O=C(CCn1c(=S)[nH]c2cc3c(cc2c1=O)OCO3)NCc1ccc2c(c1)OCO2	-2
101	COc1cc2c(cc1OC)C1C(C(=O)N(C)C3CCCCC3)c3ccccc3C(=O)N1CC2 (stereo not given)	-9
102	Cc1c(Cl)cccc1N1C(=O)C2ON(c3ccccc3)C(c3cccnc3)C2C1=O (stereo not given)	-2
103	CCn1c(CSc2nccn2C)nc2cc(C(=O)O)ccc21	57*
104	Cc1cccc(NC(=O)c2cc(S(=O)(=O)N3CC(C)CC(C)C3)ccc2F)c1C (stereo not given)	-3
105	CC(C)(C)n1nc2c(c1NC(=O)C1CCCC1)CS(=O)(=O)C2	2
106	Cc1ccc(-c2cc(C(=O)N3CCN(c4ncccn4)CC3)c3ccccc3n2)cc1	4
107	N#Cc1ccccc1NC(=O)COC(=O)c1ccc2c(c1)OCCO2	-8
108	CCOC(=O)CC1=C(C(=O)OCC)C(c2ccc(OC)cc2OC)C(C#N)=C(N)O1 (stereo not given)	-2
109	COc1ccc(-c2nnc(-c3ccc(C)cc3)o2)cc1	12
110	O=C(CCS(=O)(=O)c1ccc(Cl)cc1)N1CCN(S(=O)(=O)c2cccs2)CC1	-3
111	Cc1nnc(SCC(=O)O)s1	-6
112	CCc1ccc2nc(N3CCC(C(=O)NCc4cccs4)CC3)sc2c1	1
113	O=C(c1cn(-c2ccccc2)nc1C12CC3CC(CC(C3)C1)C2)N1CCNCC1	-3
114	O=C(CSc1nc2ccccc2c(=O)n1-c1ccccc1)Nc1ccc(Cl)cc1	1

Some of these compounds in order of formula weight, high to low.
#	canonical_smiles	14-3-3 PPI
110	O=C(CCS(=O)(=O)c1ccc(Cl)cc1)N1CCN(S(=O)(=O)c2cccs2)CC1	-3
108	CCOC(=O)CC1=C(C(=O)OCC)C(c2ccc(OC)cc2OC)C(C#N)=C(N)O1 (stereo not given)	-2
106	Cc1ccc(-c2cc(C(=O)N3CCN(c4ncccn4)CC3)c3ccccc3n2)cc1	4
112	CCc1ccc2nc(N3CCC(C(=O)NCc4cccs4)CC3)sc2c1	1
107	N#Cc1ccccc1NC(=O)COC(=O)c1ccc2c(c1)OCCO2	-8
111	Cc1nnc(SCC(=O)O)s1	-6

More structures
#	canonical_smiles	14-3-3 PPI
115	COCc1cc(C)nc(SCC(=O)Nc2ccccc2C)c1C#N	-3
116	COc1ccc(C(=O)CC(=O)C(=O)Nc2cccc(F)c2)cc1	0
117	O=C(Nc1cccc(C(F)(F)F)c1)c1cc2c(=O)[nH]c3ccccc3c2s1	-11
118	CCCCN(C)C(=O)C1CCC(CNS(=O)(=O)c2ccc(C)cc2)CC1 (stereo not given)	-2
119	CCC(OC(=O)c1cc2sccc2n1C)C(=O)NCC1CCCO1 (stereo not given)	-5
120	CN(C)CC/C=C1\c2ccccc2COc2ccccc21	-2
121	Nc1cc(N)nc(SCCOc2ccccc2)n1	-6
122	CCN(CC)Cc1cc(C(C)C)c(O)c(C(C)C)c1	0
123	O=C(NC1CC1)C1C2C=CC3(CN(Cc4cccs4)C(=O)C13)O2 (stereo not given)	-6
124	CCN(CC)c1ccc2cc(-c3nnc(Nc4ccccc4)s3)c(=O)oc2c1	-130
